# EPAC1 agonist: EPAC1 (human) agonism; EPAC1 agonist qHTS, biochemical assay; response scale: 100% = response to 6.5 mM cAMP; hit rate 0.073% among 360,000; O95398; Potency, µM (series often up to 154 µM), for the others: at the top dose activation, usual class: activators; AID 720707; also: potency is read from the fitted curve at half-maximal effect; nearly all actives have a fitted effect of over 60% in size
#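 Read-out is the fluorescence drop as BODIPY-GDP leaves Rap1B (480 nm excitation, 540 nm emission), recorded every 5 minutes over 30 minutes. Reactions held 100 nM EPAC1, 250 nM Rap1B–BODIPY-GDP and 50 uM GDP, with 6.5 mM cAMP setting full activation.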
# GLP-1R inv ag: acts as inverse agonist at human GLP-1 receptor | HEK293 GLP-1R CRE-luciferase, luminescence, 24 h; GLP-1R form is constitutively active | hit rate 1.6% among 410,000 | Potency, µM (series often up to 38.3 µM), for inactives: at the highest dose activity change, negative = inhibition, usual class: inhibitors; also: potency is read from the fitted curve at half-maximal effect; % is scaled to controls: 0 for no effect and ±100 for the full control effect; nearly all actives have a fitted effect of over 55% in size
#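 Using stably transfected HEK293 (constitutively active GLP-1R, cAMP-luciferase reporter), compounds were incubated 24 hr and luciferase measured by luminescence.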
# EPAC1 antagonist: blocks human EPAC1 exchange factor; O95398; EPAC1 GEF assay, Rap1b-BODIPY-GDP exchange fluorescence; Potency, µM (titrated, usually from 115 µM), inactives show at the top dose activity change, negative = inhibition, hits mostly inhibitors; AID 720709; hit rate 0.14% among 360,000;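 also: potency is read from the fitted curve at half-maximal effect; plate controls were vehicle for no effect and positive control for full effect; nearly all actives have a fitted effect of over 50% in size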
# GLP1R ag: GLP-1 receptor (human) agonism. P43220. HEK293 GLP-1R CRE-luciferase, luminescence, 4-6 h; cells express a hypersensitive GLP-1R form. Potency, µM (doses to about 45.6 µM), for the others: at the top dose activation, hits mostly activators. hit rate 0.007% among 380,000. AID 624172; also: potency is read from the fitted curve at half-maximal effect; % of control where 0% means no effect
# IL2 activator: activates IL-2 in a cell-based reporter assay; activation, % (series mostly up to about 46 µM); hit rate 0.065% among 360,000; AID 652025; IL-2 activation reporter assay, cell-based qHTS; stimulated with anti-CD3/CD4/CD28 beads; in transgenic mouse T cells; in the data active = activation above about 50%; inconclusive = mostly about 30% to 49%; also: 0% is about no effect
#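 Unstimulated transgenic mouse T cells, 750 per well, received compound and, after 60 minutes, anti-CD3/anti-CD4 bead plus anti-CD28 stimulation. EGFP and DsRed were quantified after 18 hours.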
# PLK1 PBD inh: inhibitors of human PLK1 polo-box domain binding. P53350. Plk1 PBD binding of FITC phosphopeptide, fluorescence polarization. Potency, µM, for inactives: max response, negative = inhibition, usual class: inhibitors. hit rate 2.8% among 360,000. AID 720504; also: potency is read from the fitted curve at half-maximal effect; series mostly up to about 57 µM; % is scaled to controls: 0 for no effect and ±100 for the full control effect; nearly all actives have a fitted effect of over 65% in size
# HEK293 tox: cytotoxicity counter-screen for GLP-1 receptor inverse agonists; Potency, µM (doses to about 38.3 µM), inactives show top-dose activity change, negative = inhibition, most hits filed as inhibitors; hit rate 0.13% among 410,000; HEK293 cAMP-luciferase reporter cells, luminescence, 24 h;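 also: loss of luciferase light is scored as toxicity; potency is read from the fitted curve at half-maximal effect; % is scaled to controls: 0 for no effect and ±100 for the full control effect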
#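 1536-well qHTS counterscreen of the MLSMR; 200 cells/uL, 12 h pre-incubation, 23 nL cpd, 24 h at 37 deg C 5% CO2, luciferase detection reagent, 12 min RT, luminescence. Inhibition = undesired.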
# PI5P4Ka inh: inhibitors of human PI5P4K alpha. P48426. PI5P4Kalpha enzyme, ADP-Glo luminescence, 60 min; stronger effect = lower value. max response, %. hit rate 1.2% among 330,000; active = max response of -50% or lower; inconclusive = between -30% and -50%; inactive = -30% or higher; also: value at the top dose of about 77 µM; % is scaled to controls: 0 for no effect and ±100 for the full control effect
# Target sequence (P48426 whole entry, looked up): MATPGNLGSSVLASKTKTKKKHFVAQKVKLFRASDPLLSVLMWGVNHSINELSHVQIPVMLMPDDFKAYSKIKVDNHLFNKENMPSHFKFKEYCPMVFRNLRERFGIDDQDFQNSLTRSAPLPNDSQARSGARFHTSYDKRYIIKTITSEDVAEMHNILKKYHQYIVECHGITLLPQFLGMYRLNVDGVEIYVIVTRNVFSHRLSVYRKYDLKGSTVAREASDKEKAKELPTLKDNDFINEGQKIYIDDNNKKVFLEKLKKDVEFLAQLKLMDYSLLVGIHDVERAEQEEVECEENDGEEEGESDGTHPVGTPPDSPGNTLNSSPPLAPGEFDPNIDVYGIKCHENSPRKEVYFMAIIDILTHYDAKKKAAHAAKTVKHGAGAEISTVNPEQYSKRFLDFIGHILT
#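 qHTS, 1536-well: enzyme/substrate mix, compound by pin tool, 5 microM ATP final; RT 60 min; ADP-Glo reagents 1 (45 min) then 2 (30 min); luminescence.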
# PTHR1 ag: PTHR1 (human) receptor agonism | AID 743266 | Potency, µM (titrated, usually from 115 µM), without a hit: at the top dose activation, usual class: activators | HEK293 GP2 PTHR1 cells, GloSensor cAMP luminescence, 1 h | Q03431 | hit rate 0.075% among 410,000; also: potency is read from the fitted curve at half-maximal effect; nearly all actives have a fitted effect of over 55% in size; some results filed as inactive show a strong effect at the top dose; inactives centre near -15; many of its hits are not listed in these tables
# Target sequence (Q03431 whole entry, looked up): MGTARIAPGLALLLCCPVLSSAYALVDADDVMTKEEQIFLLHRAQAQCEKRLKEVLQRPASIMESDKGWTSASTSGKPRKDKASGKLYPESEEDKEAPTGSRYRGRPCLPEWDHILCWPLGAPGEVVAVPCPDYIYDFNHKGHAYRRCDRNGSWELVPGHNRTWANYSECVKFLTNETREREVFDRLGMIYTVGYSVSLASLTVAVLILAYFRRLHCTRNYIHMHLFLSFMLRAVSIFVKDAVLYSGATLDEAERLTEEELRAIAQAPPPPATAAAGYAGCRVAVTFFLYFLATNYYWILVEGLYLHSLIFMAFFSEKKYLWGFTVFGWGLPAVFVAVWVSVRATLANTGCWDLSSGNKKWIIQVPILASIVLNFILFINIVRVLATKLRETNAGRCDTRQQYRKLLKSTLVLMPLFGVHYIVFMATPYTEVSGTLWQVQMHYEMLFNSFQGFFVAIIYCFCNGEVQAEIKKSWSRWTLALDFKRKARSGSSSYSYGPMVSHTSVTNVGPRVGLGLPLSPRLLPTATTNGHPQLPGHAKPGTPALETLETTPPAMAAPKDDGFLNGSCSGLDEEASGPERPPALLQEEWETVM
#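 HEK-293-derived GP2 cells expressing PTHR1 and a GloSensor cAMP reporter, 3,000/well, plated overnight, given luciferin plus IBMX (each 0.5 mM as added) for 1 h at 37 °C, then compound for 1 h at 37 °C. Luminescence was read after 15 min at room temperature.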
# An asterisk follows results filed as active; i = inactive; u = inconclusive; x = no result given; & = joins results of further samples; [ ] = another dose, or the depositor's remark. Unless noted, calls follow the shape of the dose curve; as a rule, active = well fitted curve in the direction sought with a large enough effect; inconclusive = small, poorly fitted or top-dose-only effect, or another doubt; inactive = no such curve, though single readings can be large; an effect the other way counts as inactive or inconclusive. This is a subset; rates above refer to the full screens.
SMILES,EPAC1 agonist,GLP-1R inv ag,EPAC1 antagonist,GLP1R ag,IL2 activator,PLK1 PBD inh,HEK293 tox,PI5P4Ka inh,PTHR1 ag
Cc1ccc2nc(N3CCN(C(=O)c4ccc(F)cc4)CC3)c(C#N)cc2c1,2.5%,u,-16.0%,-4.4%,-0.2,-16.5%,30.8%[activator],0.2,-32.1%[inhibitor]
CC(=O)N(c1ccccc1)c1c(F)c(F)c(F)c(F)c1F,-5.6%,0.0%,6.0%,1.2%,-0.7,-1.7%,3.0%,1.1,i
COCC(C)NCc1cccc([N+](=O)[O-])c1 (stereo not given),-5.0%,1.6%,14.7%,-3.6%,-0.8,-6.0%,8.5%,x,i
CSCCNC(=O)C1(C)CCN1C(=O)C/C=C/c1ccccc1 (stereo not given),3.6%,5.9%,-3.1%,-3.7%,-0.7,-8.2%,1.8%,0.9,-14.3%
Cc1ccc(CNC(=O)CNS(=O)(=O)c2ccc(Br)s2)cc1,-4.3%,u,-13.6%,7.1%,-2.9,2.5%,u,5.8,-4.7%
COc1ccc(N(CC(=O)Nc2cccc(N(C)S(C)(=O)=O)c2)S(=O)(=O)c2ccc(F)cc2)cc1,-2.3%,u,-7.4%,5.1%,-1.1,-11.1%,-3.3%,6.2,i
Cc1ccc(S(=O)(=O)c2ccc(Cl)cc2)cc1S(=O)(=O)N(C)CC(=O)O,0.5%,1.0%,-18.2%,3.0%,-0.8,-4.5%,20.3%,2.2,-32.8%[inhibitor]
COc1cccc(C(=O)COc2cccc(NC(=O)c3cccc([N+](=O)[O-])c3)c2)c1,5.1%,u,-9.1%,-14.4%,-0.5,0.3%,-32.6%,-5.3,-30.0%[57.5 µM]
COCc1cc(C)nc(OCC(=O)N/N=C/c2ccco2)c1C#N,-9.2%,-1.0%,-1.9%,6.2%,-3.9,-0.9%,-12.3%,2.4,i
Cn1c(Cl)c(/C=N/OC(=O)C2CC2)c2ccccc21,7.2%,-16.4%,-16.9%,-4.2%,6.7,-7.2%,-1.9%,7.5,-46.8%[inhibitor]
Cc1cc(C)nc(CCNC(=O)c2cc(COc3ccc(F)cc3Cl)on2)n1,5.7%,4.8%,-3.2%,7.6%,-2.7,-7.6%,-14.7%,2.9,-0.1%
CCOC(=O)N1CCN(c2nc(C)c3c(n2)CC(C)CC3=O)CC1 (stereo not given),5.5%,7.4%,-7.8%,12.9%,0.4,-1.6%,-0.1%,0.1,-9.3%[57.5 µM]
O=C(/C=C/c1cccc(Br)c1)Nc1nn[nH]n1,6.7%,18.1%,4.3%,-1.9%,1.3,-0.7%,1.2%,-68.7*,i
COc1ccc(C(O)P(=O)(OCC(C)C)OCC(C)C)c(OC)c1 (stereo not given),1.9%,8.9%,-13.7%,12.8%,0.5,-3.9%,-14.0%,4.8,-21.7%
CCOC(=O)c1sc(NC(=O)Nc2ccc(Cl)cc2)nc1C,-7.6%,0.0%,9.3%,-9.8%,-1.4,-10.3%,-18.5%,0.8,-18.1%
COC(=O)C(C)n1cnc2c(nnn2-c2cccc(Cl)c2)c1=O (stereo not given),0.5%,15.2%,-17.6%,4.5%,5.2,-7.2%,3.5%,-0.7,-31.8%[inhibitor]
CC(=O)Nc1cccc(NC(=O)CSc2nccn2Cc2ccccc2)c1,3.4%,-6.3%&-29.5%,4.0%,6.5%,-4.0,-11.4%,-4.2%&-14.6%,-4.1,-74.9%&-88.4%[inhibitor]
COc1ccc(N2CCN(C(=O)COC(=O)c3ccc(C)o3)CC2)cc1,u,-16.8%,-1.4%,2.7%,2.1,-2.8%,-11.0%,-5.9,i
CCOc1ccc(NC(=O)Cn2cc(C(=O)c3ccc(C)cc3)c(=O)c3cc4c(cc32)OCO4)cc1,x,-12.6%,x,0.5%,x,x,2.2%,x,-36.9%
CCN(CC)c1ccc(CN2CCCCCC2)cc1,6.1%,-23.1%,9.2%,3.6%,-0.2,1.8%,-29.0%,-1.3,i
CC(=O)c1sc(NC(=O)c2ccccc2F)nc1C,4.3%,u,-12.1%,-2.6%,-3.3,-9.6%,0.1%,-11.7,-5.0%
C=CCn1c(SCC(=O)c2ccc(CNC(C)=O)o2)nc2scc(C3CC3)c2c1=O,2.2%,152.8%[activator],-7.2%,u,0.1,29.9µM*,10.2%,-56.0*,i
CC1(C(=O)NS(=O)(=O)c2ccccc2OC(F)(F)F)CCN1C(=O)c1ccccc1 (stereo not given),-4.4%,5.9%,-18.4%,-1.6%,1.8,-2.9%,-1.0%,-0.8,i
CCN(CC(=O)NCc1ccccn1)S(=O)(=O)c1cc(Cl)ccc1Cl,1.0%,-24.9%,-2.2%,8.9%,-0.4,6.2%,1.8%,-4.6,i
COc1cccc(N2CC(O)=C(c3ccccc3)C2=N)c1,-5.3%,-1.8%,-4.7%,8.1%,-2.5,4.0%,9.8%,3.1,i
# Other records:
SMILES,EPAC1 agonist,GLP-1R inv ag,EPAC1 antagonist,GLP1R ag,IL2 activator,PLK1 PBD inh,HEK293 tox,PI5P4Ka inh,PTHR1 ag
COCC(=O)N1CCC(Oc2ccc(C(=O)NC(C)c3csc(C)n3)cc2)CC1 (stereo not given),-4.7%,-1.8%,-8.5%,-0.8%,-2.7,0.5%,-3.7%,2.7,-3.9%
CC(CNc1ccc([N+](=O)[O-])c2cccnc12)Nc1c([N+](=O)[O-])cc(C(F)(F)F)cc1[N+](=O)[O-] (stereo not given),-4.1%,u,-6.1%,-16.8%,-1.9,-2.8%,-21.5%,-3.1,i
CCN1C(=O)/C(=C/N2CC(C)CC(C)C2)SC1=S (stereo not given),-0.2%,u,4.4%,-11.4%,2.4,-1.9%,-4.9%,1.4,i
COCCCNC(=O)CNC(=S)N(Cc1ccccc1)Cc1cccnc1,4.3%,3.2%,-1.4%,2.7%,-2.8,-2.1%,-8.9%,-2.2,i
Nc1nc2nonc2nc1N1CCCCC1,-0.7%,13.4%,6.7%,3.4%,-0.4,-8.9%,-6.2%,8.5,-37.1%[inhibitor]
COCCn1c(-c2ccccc2)cnc1SCC(=O)Nc1cccc2ccccc12,12.0%,u,-22.0%,1.1%,-0.2,1.2%,8.4%,15.7,-24.0%
COc1ccccc1NC(=O)CCNC(=O)Cn1ccc2ccccc2c1=O,5.7%,0.2%,1.4%,-7.8%,2.1,-2.4%,-3.2%,x,-22.0%[57.5 µM]
COc1ccc(NC(=O)COc2ccc(-c3nn(C)c(=O)c4ccccc34)cc2)cc1,15.1%,15.0%&10.2%,-19.9%,9.7%&8.8%,-0.5,23.8µM*,13.0%&4.5%,-10.3,-4.2%
COc1ccc(N2CC(C(=O)NCCc3ccc(Cl)cc3)CC2=O)c(OC)c1 (stereo not given),-19.9%,-24.3%,-3.6%,4.5%,1.2,-10.3%,13.0%,1.3,i
COc1cc(/C=C(\C#N)C(=O)Nc2cccc(C(=O)O)c2)ccc1OCc1ccc(F)cc1,3.3%,-0.5%,u,2.7%,0.1,u,2.0%,-26.7,-14.6%
COC(=O)[C@@]12C[C@@H](CC(=O)NCCCCc3ccccc3)C(=O)N(Cc3ccco3)C1=CCC(C)(C)C2,-12.0%,10µM*,-11.8%,x,1.2,-0.9%,-10.6%,-8.3,-32.6%[inhibitor]
O=C1c2ccccc2S(=O)(=O)c2cc(C(=O)N3CCN(c4ccc(Cl)cn4)CC3)ccc21,13.6%,11.8%,6.9%,7.8%,0.2,-3.7%,-12.3%,-2.8,-27.3%
COc1c2c(nc3occc13)C(CC=C(C)C)(OC)C(O)CC2 (stereo not given),12.4%,-14.5%,-2.4%,-6.6%,-1.8,3.0%,-10.8%,-1.3,i
Cc1ccc(C)c2nc(Cl)c(C#N)cc12,2.6%,6.8%,12.7%,1.4%,0.1,-9.2%,8.6%,-2.2,-24.1%
NC(=O)c1ccc(NC(=O)COC(=O)CCc2ccc(S(=O)(=O)N3CCCCC3)cc2)cc1,-6.1%,10.8%,-2.4%,-1.0%,0.1,-6.6%,-1.9%,-2.8,18.0%

# An excerpt of these results, with bars between the fields.
canonical_smiles | EPAC1 agonist | GLP-1R inv ag | EPAC1 antagonist | GLP1R ag | IL2 activator | PLK1 PBD inh | HEK293 tox | PI5P4Ka inh | PTHR1 ag
Nc1nc2nonc2nc1N1CCCCC1 | -0.7% | 13.4% | 6.7% | 3.4% | -0.4 | -8.9% | -6.2% | 8.5 | -37.1%[inhibitor]
COCCn1c(-c2ccccc2)cnc1SCC(=O)Nc1cccc2ccccc12 | 12.0% | u | -22.0% | 1.1% | -0.2 | 1.2% | 8.4% | 15.7 | -24.0%
COc1ccccc1NC(=O)CCNC(=O)Cn1ccc2ccccc2c1=O | 5.7% | 0.2% | 1.4% | -7.8% | 2.1 | -2.4% | -3.2% | x | -22.0%[57.5 µM]
COc1ccc(NC(=O)COc2ccc(-c3nn(C)c(=O)c4ccccc34)cc2)cc1 | 15.1% | 15.0%&10.2% | -19.9% | 9.7%&8.8% | -0.5 | 23.8µM* | 13.0%&4.5% | -10.3 | -4.2%
COc1ccc(N2CC(C(=O)NCCc3ccc(Cl)cc3)CC2=O)c(OC)c1 (stereo not given) | -19.9% | -24.3% | -3.6% | 4.5% | 1.2 | -10.3% | 13.0% | 1.3 | i

# Entries listed so far that bear a hit mark in GLP-1R inv ag.
Structure	EPAC1 agonist	GLP-1R inv ag	EPAC1 antagonist	GLP1R ag	IL2 activator	PLK1 PBD inh	PI5P4Ka inh	PTHR1 ag
COC(=O)[C@@]12C[C@@H](CC(=O)NCCCCc3ccccc3)C(=O)N(Cc3ccco3)C1=CCC(C)(C)C2	-12.0%	10µM*	-11.8%	x	1.2	-0.9%	-8.3	-32.6%[inhibitor]
